Screens as filed in PubChem.
NCI-60 one-dose screen, 48 h, at 10 µM unless noted. Numbers give growth in % (100 = growth as untreated, 0 = no growth, -100 = all killed).
DU-145 – DU-145 prostate cancer; 4.2% of 81,000 active
SNB-19 – SNB-19 CNS cancer cells; 2.5% of 81,000 active; AID 1794751
U251 – U251 CNS tumor cells; 5.4% of 80,000 active
SF-295 – SF-295 CNS cancer cells | 5.6% of 79,000 active | AID 1794758
SF-268 – SF-268 CNS cancer cells; AID 1794759; 3.1% of 82,000 active
PC-3 – PC-3 prostate cancer cells; 3.9% of 80,000 active; AID 1794754
OVCAR-8 – OVCAR-8 ovarian cancer; 4.4% of 81,000 active
SF-539 – SF-539 CNS cancer. 6.8% of 81,000 active
Active calls of the source: *; / = no result given; & = joins results of further samples. How the source made its calls: active means growth percent below 10; inactive means the rest.

molecule | SF-268 | SNB-19 | DU-145 | PC-3 | OVCAR-8 | SF-295 | SF-539 | U251
O=c1c2c(c3ccccc3n1-c1ccccc1)Nc1ncnn1C2c1ccccc1 (stereo unspecified) | 88 | 100 | 103 | / | 101 | 92 | 94 | 92
CC(C)(C)C1=CC(=O)C(C(C)(C)C)=CC1=O | 94&108 | 101&86 | 99&120 | 101&91 | 97&91 | 104&100 | 108&87 | 94&96
CC(=O)Oc1ccc(C)cc1 | 97&107 | 107&99 | 106&114 | 97&94 | 97&99 | 134&97 | 100&103 | 100&97
CN(C)N=Nc1cc(C#N)cc(C#N)c1 | 118 | 101 | 118 | 101 | 110 | 96 | 95 | /
COc1ccc(C2C=C(C)N=C3SC(C)=CN32)cc1 (stereo unspecified) | 111 | 91 | 96 | 107 | 105 | 110 | 114 | 100
CCOC(=O)c1nn(-c2ccc(C)cc2)cc1C(=O)c1cc2c(ccc3ccccc32)oc1=O | 89 | 90 | 103 | 81 | 97 | 99 | 103 | 96
COc1ccc(-c2nnc(CNc3ccc(F)c(Cl)c3)o2)cc1 | 106 | 113 | 102 | 88 | 111 | 96 | 102 | 106
O=[N+]([O-])c1ccc(Oc2cccc3ccccc23)c([N+](=O)[O-])c1 | 90 | 96 | 104 | 101 | 95 | 106 | 102 | 92
O=C1CC(c2ccc(Cl)c(Cl)c2)c2cc3c(cc2N1)OCO3 (stereo unspecified) | 75 | 76 | 78 | 62 | 74 | 50 | 87 | 73
CNC(=S)N/N=C/CSC/C=N/NC(=S)NC | 102 | 101 | 89 | 57 | / | 108 | 105 | /

Continued:
molecule | SF-268 | SNB-19 | DU-145 | PC-3 | OVCAR-8 | SF-295 | SF-539 | U251
CC(=O)c1ccc2c(c1)CCCC2 | 109 | 95 | 123 | 98 | 100 | 97 | 97 | 104
COc1ccc2cc(-c3ccnc4c(N=Nc5ccc(Cl)cc5)c(-c5ccccc5)nn34)ccc2c1 | 89 | 95 | 103 | 83 | 91 | 100 | 101 | 89
Nc1nc(Nc2ccccc2O)nc(C(Cl)(Cl)Cl)n1 | 97 | 96 | 104 | 101 | 104 | 95 | 96 | 102
COc1cc(O)cc(OC)c1CC(C)=O | 98 | 108 | 105 | 99 | 100 | 101 | 107 | 103
CCCCC(O)(CCCC)C(CC)CC | 107 | 114 | 104 | 100 | 100 | / | 88 | 95
NS(=O)(=O)c1ccc(-n2cc(CN3CCCCC3)nn2)cc1 | 102 | 102 | 108 | 99 | 105 | 102 | 102 | 104
COc1ccccc1N=Nc1c(S(=O)(=O)O)cc2cc(S(=O)(=O)O)cc(N=Cc3ccc(N(C)C)cc3)c2c1O | 101 | 92 | 110 | 96 | 104 | 99 | 112 | 106
O=C(/C=C/c1ccccc1)c1c[nH]c2ccccc2c1=O | -14* | 16 | 7.2* | 27 | -13* | -52* | -24* | 12
CCCCCCCCCCSC#N | 101 | 97 | 107 | 93 | 99 | 96 | 107 | 96
O=S(=O)(O)c1ccc(N=Nc2ccc(N=Nc3c(S(=O)(=O)O)cc4cc(S(=O)(=O)O)cc(O)c4c3O)cc2)cc1 | 102 | 98 | 106 | 95 | 98 | 99 | 114 | 100

Remaining list, next part:
molecule | SF-268 | SNB-19 | DU-145 | PC-3 | OVCAR-8 | SF-295 | SF-539 | U251
COc1ccc(-c2cc3c(=N)n(NC(=O)c4cccnc4)cnc3o2)cc1 | 101 | 98 | 106 | 100 | 95 | 103 | 95 | 101
COc1ccc(C(=O)C(C)Br)cc1OC (stereo unspecified) | 91 | 96 | 107 | 99 | 88 | 102 | 93 | 79
CCOC(=O)C1=CCC(n2cc(F)c(=O)[nH]c2=O)O1 (stereo unspecified) | 101 | 108 | 98 | 102 | 97 | 114 | 100 | 96
C=CCn1c(SCC(=O)c2ccccc2)nnc1-c1cc(-c2ccc(S(N)(=O)=O)cc2)nc2ccccc12 | 94 | 86 | 108 | 84 | 76 | 97 | 85 | 91
CC1(O)CCCCCC1 | 101 | 98 | 106 | 103 | 102 | 99 | 102 | 101
O=[N+]([O-])c1ccc(S(=O)(=O)N2CCN(c3ccnc4cc(Cl)ccc34)CC2)c([N+](=O)[O-])c1 | 86 | 98 | 92 | 95 | 97 | 100 | 93 | 94
COc1ccc2[nH]cc(-c3cc(N)n4nc(-c5c[nH]c6ccccc56)cc4n3)c2c1 | 80 | 14 | 43 | 11 | -44* | -76* | -95* | -68*
COc1cc(/C=C\c2cccc[n+]2C)ccc1O | 104 | 103 | 120 | 86 | 110 | 108 | 113 | 108
CCN(CC)C(=O)c1cccc(C)c1 | 106 | 112 | 114 | 98 | 104 | 97 | 112 | 102
O=S(=O)(NC1C2c3ccccc3C(c3ccccc32)C1O)c1ccc(Cl)cc1Cl (stereo unspecified) | 80 | 101 | 91 | 67 | 97 | 94 | 105 | 96

Shown with two lines to a compound: part of the list above.
Every second line gives: SF-268, SNB-19, DU-145, PC-3, OVCAR-8, SF-295, SF-539, U251
CNC(=S)N/N=C/CSC/C=N/NC(=S)NC
    102, 101, 89, 57, /, 108, 105, /
CCOC(=O)C1=CCC(n2cc(F)c(=O)[nH]c2=O)O1 (stereo unspecified)
    101, 108, 98, 102, 97, 114, 100, 96

Molecules above containing nitrogen in an aromatic ring:
molecule | SF-268 | SNB-19 | DU-145 | PC-3 | OVCAR-8 | SF-295 | SF-539 | U251
O=c1c2c(c3ccccc3n1-c1ccccc1)Nc1ncnn1C2c1ccccc1 (stereo unspecified) | 88 | 100 | 103 | / | 101 | 92 | 94 | 92
CCOC(=O)c1nn(-c2ccc(C)cc2)cc1C(=O)c1cc2c(ccc3ccccc32)oc1=O | 89 | 90 | 103 | 81 | 97 | 99 | 103 | 96
COc1ccc(-c2nnc(CNc3ccc(F)c(Cl)c3)o2)cc1 | 106 | 113 | 102 | 88 | 111 | 96 | 102 | 106
COc1ccc2cc(-c3ccnc4c(N=Nc5ccc(Cl)cc5)c(-c5ccccc5)nn34)ccc2c1 | 89 | 95 | 103 | 83 | 91 | 100 | 101 | 89
Nc1nc(Nc2ccccc2O)nc(C(Cl)(Cl)Cl)n1 | 97 | 96 | 104 | 101 | 104 | 95 | 96 | 102
NS(=O)(=O)c1ccc(-n2cc(CN3CCCCC3)nn2)cc1 | 102 | 102 | 108 | 99 | 105 | 102 | 102 | 104
O=C(/C=C/c1ccccc1)c1c[nH]c2ccccc2c1=O | -14* | 16 | 7.2* | 27 | -13* | -52* | -24* | 12
COc1ccc(-c2cc3c(=N)n(NC(=O)c4cccnc4)cnc3o2)cc1 | 101 | 98 | 106 | 100 | 95 | 103 | 95 | 101
CCOC(=O)C1=CCC(n2cc(F)c(=O)[nH]c2=O)O1 (stereo unspecified) | 101 | 108 | 98 | 102 | 97 | 114 | 100 | 96
C=CCn1c(SCC(=O)c2ccccc2)nnc1-c1cc(-c2ccc(S(N)(=O)=O)cc2)nc2ccccc12 | 94 | 86 | 108 | 84 | 76 | 97 | 85 | 91
O=[N+]([O-])c1ccc(S(=O)(=O)N2CCN(c3ccnc4cc(Cl)ccc34)CC2)c([N+](=O)[O-])c1 | 86 | 98 | 92 | 95 | 97 | 100 | 93 | 94
COc1ccc2[nH]cc(-c3cc(N)n4nc(-c5c[nH]c6ccccc56)cc4n3)c2c1 | 80 | 14 | 43 | 11 | -44* | -76* | -95* | -68*
COc1cc(/C=C\c2cccc[n+]2C)ccc1O | 104 | 103 | 120 | 86 | 110 | 108 | 113 | 108

New compounds follow.
molecule | SF-268 | SNB-19 | DU-145 | PC-3 | OVCAR-8 | SF-295 | SF-539 | U251
COc1ccccc1NC(=O)C1CC(c2ccc(F)cc2)=NO1 (stereo unspecified) | 97 | 97 | 106 | 104 | 98 | 96 | 95 | 96
COc1ccc(-c2nc(NC(=O)CS(=O)(=O)c3ccc(F)cc3)sc2C)cc1 | 65 | 87 | 79 | 44 | 74 | 25 | 74 | 48
Cc1ccc2nc(Cl)c(Cn3nnc(SCc4ccccc4)n3)cc2c1 | 101 | 104 | 100 | 96 | 104 | 95 | 96 | 102
Cc1cc(=O)oc2cc(O)c(N)cc12 | 107 | 127 | 118 | 92 | 108 | 98 | 105 | 101
O=C(/C(=C/c1ccc([N+](=O)[O-])cc1)SCc1ccc(F)cc1)c1ccc(Cl)cc1 | 76 | 47 | 87 | 47 | 66 | 82 | 95 | 1.0*
Nc1ncc(C#Cc2cncc(NC(=O)c3cncc(C(F)(F)F)c3)c2)c2cccnc12 | 87 | 109 | 97 | 103 | 89 | 108 | 71 | 101
CC(C)OC(=O)c1ccc2n1CCCc1cnc(NC3CCCC3)nc1-2 | 110 | 99 | 103 | 91 | 97 | 94 | 91 | 97
CC1CNC2(CCCCC2)O1 (stereo unspecified) | 109 | 95 | 105 | 93 | 94 | 102 | 92 | 111
CCCCN1C(=O)/C(=c2\sc3n(c2=O)C2C(NN=3)N(CC)C(=O)N2CC)c2cccc(C)c21 (stereo unspecified) | 56 | 39 | 38 | 34 | 45 | 29 | -7.8* | 39
COc1cc(C=O)ccc1OC(=O)c1cc(-c2ccc(C)cc2)n(-c2ccc(S(C)(=O)=O)cc2)n1 | 116 | 90 | 108 | 100 | 105 | 103 | 105 | 100

Further compounds.
molecule | SF-268 | SNB-19 | DU-145 | PC-3 | OVCAR-8 | SF-295 | SF-539 | U251
COC1=C(C)C(=O)c2c(c(CCCl)c3n2CCC3OC(C)=O)C1=O (stereo unspecified) | 10 | 1.6* | -9.6* | -11* | 10 | -12* | -42* | -9.9*
Cc1ccc(-c2csc(NC(=O)c3cc(-c4ccccc4)nc4ccccc34)n2)cc1 | 86 | 102 | 96 | 71 | 92 | 73 | 98 | 81
CC(=O)NC1CCC(NC(C)=O)CC1 (stereo unspecified) | 97 | 108 | 105 | 99 | 116 | 99 | 111 | 117
Nc1ncc(-c2ccc(NS(=O)(=O)c3ccc(Cl)c(Cl)c3)cc2)[nH]1 | 75 | 88 | 103 | 76 | 93 | 91 | 88 | 92
N#Cc1c(-c2cccs2)cc(-c2ccccc2Br)[nH]c1=O | 98 | 99 | 108 | 97 | 101 | 101 | 96 | 98
O=C(Nc1cccc(-c2ccccc2)c1)N1CCN(C(=O)Nc2cccc(-c3ccccc3)c2)CC1 | 103 | 96 | 107 | 95 | 95 | 105 | 91 | 103
Cc1[nH]nc2cccc(-c3ccc4[nH]c(=O)nc(-c5ccccc5)c4c3)c12 | 92 | 89 | 94 | 88 | 89 | 99 | 97 | 90
O=C1CCC(C(=O)NNc2nc3ccccc3s2)N1 (stereo unspecified) | 100 | 103 | 112 | 93 | 100 | 98 | 104 | 102
O=C1C(=O)c2ccccc2C(O)=C1CCCCCCCCCCBr | 101 | 104 | 107 | 83 | 98 | 95 | 95 | 98
CCOC(=O)Cc1ccc(Cl)cc1 | 121 | 93 | 111 | 100 | 104 | 93 | 97 | 99

Continuation:
molecule | SF-268 | SNB-19 | DU-145 | PC-3 | OVCAR-8 | SF-295 | SF-539 | U251
Cc1ccc(S(=O)(=O)Oc2ccc(-c3ccc4occc4c3)cc2)cc1 | 107 | 98 | 99 | 86 | 102 | 90 | 101 | 97
CCOC(=O)c1sc2nc(-c3cccc(O)c3)nc(N3CCOCC3)c2c1C | 49 | 69 | 39 | / | 62 | 81 | 51 | 58
O=C(c1ccc(O)cc1)[C@@H]1[C@@H]2CCCN2[C@]2(C(=O)Nc3ccccc32)[C@H]1c1ccc(F)cc1 | 87 | 94 | 95 | 81 | 100 | 99 | 98 | 97
COc1ccc2c(c1)cn1c3ccc(OC)cc3[nH]c(=O)c21 | -14* | 12 | -87* | -73* | -47* | -85* | -85* | -90*
Cc1ccc2nc(-c3ccc(C(=O)N/N=C\c4ccc(F)cc4)cc3)[nH]c2c1 | 100 | 107 | 116 | 99 | 100 | 111 | 100 | 107
CCCCN(CCCC)C(=N)c1ccc(OC)c(OC)c1 | 97 | 99 | 105 | 75 | 97 | 77 | 105 | 90
Clc1cc(Cl)c(Cl)nc1Cl | 104 | 100 | 109 | 95 | 94 | 93 | 105 | 98
CCOC(=O)C(Cc1ccccc1)C(=O)OCC | 114 | 113 | 112 | 91 | 109 | 103 | 98 | 103
COc1cc(-c2nc(C(=O)NCCC(=O)NO)nn2-c2ccc(Cl)cc2)cc(OC)c1OC | 102 | 108 | 105 | 100 | 103 | 103 | 102 | 96
O=C1OCC/C1=C\OCCCO/C=C1\CCOC1=O | 109 | 104 | 115 | / | 106 | 106 | 105 | 100

(listing goes on)
molecule | SF-268 | SNB-19 | DU-145 | PC-3 | OVCAR-8 | SF-295 | SF-539 | U251
C=C(C)[C@@H]1CC[C@]2(C(N)=O)CC[C@]3(C)[C@H](CC[C@@H]4[C@@]5(C)C/C(=C/c6ccco6)C(=O)C(C)(C)[C@@H]5CC[C@]43C)[C@@H]12 | 91 | 94 | 93 | 76 | 94 | 90 | 99 | /
CN(C)Cc1ccc(C(=O)Nc2ccc3ncnc(Nc4ccc(Oc5cccc(F)c5)c(Cl)c4)c3c2)cc1 | -31* | -3.3* | 7.7* | 3.5* | 14 | -42* | -90* | -28*
COc1cc2cc3c(nc2cc1OC)CCN3Cc1ccc(NC(=O)Nc2ccccc2)cc1 | 94 | 90 | 102 | 73 | 82 | 98 | 88 | 82
COc1ccc(N2COC(=O)c3ccccc32)cc1 | 105 | 93 | 109 | 99 | 109 | 98 | 94 | 100
